Source: PubChem BioAssay
ERp5 inh = blocks human ERp5 reductase activity on insulin | hit rate 0.05% among 350,000 | ERp5 insulin aggregation, absorbance 650 nm, 90 min | inhibition, % at 9.99 µM;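 active means mean replicate inhibition above about 25%, with every replicate also reaching it, limit read from the data, passing the limit was not always enough; inconclusive means only one of those two criteria met; inactive means neither criterion met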
C2C12 statin = suppression of simvastatin myotoxicity; C2C12 myotubes + simvastatin, ATP luminescence, 48 h; scaled: DMSO 0, geranylgeraniol control 100; rescue of ATP level, % at 7.49 µM; hit rate 0.78% among 330,000;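 active means mean ATP rescue above about 67%, or every replicate alone reaching that limit, limit read from the data, passing the limit was not always enough; inconclusive means no clear call, values can overlap the other calls; inactive means mean under the limit and some replicate under it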;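 further: myotubes were challenged with 10 µM simvastatin during compound exposure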
PglD inh = PglD (C. jejuni) enzyme inhibition | purified PglD enzyme, DTNB colorimetric CoA detection | inhibition, % at 12.5 µM | hit rate 0.098% among 360,000 | AID 602405; in the data active means inhibition above about 16%, passing the limit was not always enough; inconclusive means no clear call, values can overlap the other calls; further: strong numbers were not always called active
S100A4 inh HTS = inhibitors of human S100A4 binding to myosin IIA peptide; S100A4/TAMRA-MyoIIA peptide fluorescence polarization; inhibition, % at 10.7 µM; hit rate 0.14% among 360,000; AID 652163;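 active means mean inhibition of at least 70% across replicates, with every replicate also reaching that level; inconclusive means mean inhibition reaches 70% but some replicates fall short; inactive means mean inhibition below 70%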
Target sequence (P26447 whole entry, looked up): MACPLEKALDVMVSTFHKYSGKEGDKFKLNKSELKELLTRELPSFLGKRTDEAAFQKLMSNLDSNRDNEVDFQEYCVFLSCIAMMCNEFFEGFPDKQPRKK
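Material: human S100A4 monomer with TAMRA-labelled myosin IIA peptide; buffer or medium: HEPES pH 7.2 with CaCl2, KCl, NaCl, DTT, Triton; compound dosing: one concentration per compound; schedule: 5 min incubation before reading; benchmarks: neutral control DMSO, positive control TFP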
DENV2 CPE rescue = protects cells from dengue virus 2 cytopathic effect; DENV2-infected cells, cytopathic effect rescue, plate reader; CPE inhibition, % at 9.99 µM; hit rate 1.7% among 350,000; AID 651640; in the data active means CPE inhibition above about 20%, passing the limit was not always enough; inconclusive means no clear call, values can overlap the other calls; tested in BHK-21 cells;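 further: 0% = median of neutral control wells and 100% = median of positive control wells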
SIRT5 inh = inhibitors of human sirtuin-5 desuccinylase; hit rate 1.1% among 330,000; Purified SirT5, succinyl-peptide AMC, trypsin-coupled fluorescence; inhibition, % at 15 µM; in the data active means inhibition above about 15%; inconclusive means no clear call, values can overlap the other calls
Target sequence (Q9NXA8 whole entry, looked up): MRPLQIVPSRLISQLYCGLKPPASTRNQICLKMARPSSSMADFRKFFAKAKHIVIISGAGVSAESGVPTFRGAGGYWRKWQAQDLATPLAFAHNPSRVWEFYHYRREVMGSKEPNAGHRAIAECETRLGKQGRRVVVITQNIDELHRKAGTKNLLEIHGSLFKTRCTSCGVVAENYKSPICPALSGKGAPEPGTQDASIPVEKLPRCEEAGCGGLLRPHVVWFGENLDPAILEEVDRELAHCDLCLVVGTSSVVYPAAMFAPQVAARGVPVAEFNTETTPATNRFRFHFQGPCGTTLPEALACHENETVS
E-sel inducer = induces E-selectin expression in human endothelial cells. HUVEC E-selectin immunofluorescence imaging; normalized: neutral wells 0, TNF-alpha wells 100. activation, % at 7.58 µM. hit rate 0.37% among 260,000;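 active means mean E-selectin-positive cell signal at least 10% of the positive control, reached in at least 60% of replicates, without over 20% cell loss; inconclusive means no rule given, readout overlaps actives, possibly toxicity-flagged; inactive means the rest, including those meeting only one limit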;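 further: in these data hits start at about 27%; measured in HUVEC primary endothelial cells; signal is the percent of cells scored E-selectin positive by PE staining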
Target sequence (P16581 whole entry, looked up): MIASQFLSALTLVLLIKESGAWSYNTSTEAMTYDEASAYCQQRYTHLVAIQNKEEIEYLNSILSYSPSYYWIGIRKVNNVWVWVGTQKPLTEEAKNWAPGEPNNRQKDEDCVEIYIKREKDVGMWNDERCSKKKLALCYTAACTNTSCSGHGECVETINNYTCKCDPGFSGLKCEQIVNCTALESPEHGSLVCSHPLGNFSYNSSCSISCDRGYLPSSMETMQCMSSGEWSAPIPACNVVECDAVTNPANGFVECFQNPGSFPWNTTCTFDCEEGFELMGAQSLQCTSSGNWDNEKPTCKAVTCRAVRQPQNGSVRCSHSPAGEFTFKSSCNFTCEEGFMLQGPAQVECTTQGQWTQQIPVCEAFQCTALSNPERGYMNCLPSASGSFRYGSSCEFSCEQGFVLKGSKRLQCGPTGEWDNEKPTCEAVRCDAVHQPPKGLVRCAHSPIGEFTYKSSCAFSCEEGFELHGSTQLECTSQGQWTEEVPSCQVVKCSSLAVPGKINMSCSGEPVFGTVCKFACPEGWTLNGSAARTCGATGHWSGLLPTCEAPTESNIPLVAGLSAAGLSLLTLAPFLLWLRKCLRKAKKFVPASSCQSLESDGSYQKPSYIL
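Test system: HUVEC; input: 3,000 HUVEC/well; measured by: immunofluorescence imaging; read-out: % PE-positive cells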
Active calls of the source: *; ? = inconclusive; . = not tested or not shown.

SMILES	ERp5 inh	C2C12 statin	PglD inh	S100A4 inh HTS	DENV2 CPE rescue	SIRT5 inh	E-sel inducer
CCOC(=O)C1CSCCS(=O)(=O)N1Cc1ccc(Br)cc1 (configuration not stated)	4	.	.	-4	-2	3	.
N#CCc1nn(-c2ccc(F)cc2)c(N)c1C#N	3	-3	-4	-4	3	5	.
Cc1cc(C)c(NC(=O)C2CCCO2)c(C)c1NC(=O)C1CCCO1 (configuration not stated)	-2	1	-2	0	2	-1	.
O=C1OC(c2ccccc2)(N(Nc2ccccc2)c2ccccc2)c2ccccc21 (configuration not stated)	0	-6	-3	-6	24*	-3	-0.5
COC(=O)c1ccc(OCC(=O)N2CCCc3ccccc32)cc1	6	-3	-2	4	-2	-2	.
CCCn1c2ccccc2c2cnn(CC(=O)NC3CCCC(C)C3C)c(=O)c21 (configuration not stated)	1	4	-6	0	10	-1	.
O=C(NNC(=O)c1ccc2ccccc2c1O)c1cccs1	2	10	-1	0	-2	-1	0.0
CCOC(=O)C1=CCC(c2ccc(Cl)cc2)N(S(=O)(=O)c2ccc(C)cc2)C1 (configuration not stated)	5	0	0	1	11	-2	0.3
Cc1noc(C)c1NC(=O)Nc1cccc2c1O[C@H](CN(C)C(=O)Nc1ccccc1)[C@H](C)CN([C@H](C)CO)C2=O	15	-11	-3	11	-3	-5	1.9
CN(C)C(=O)c1cccc(-c2ccc([C@H]3[C@@H](CO)N4CCCCN(CC5CCOCC5)C[C@@H]34)cc2)c1	1	-9	-37	-4	-3	1	0.0
CCOC(=O)c1c(NC(=O)CSc2nc3ccccc3o2)sc(C)c1C	-1	19	.	-3	0	2	.
COc1cc2c(cc1NC(=O)Nc1ccc(F)cc1)oc1ccccc12	.	-27	3	.	.	.	1.3
Cc1ccc2c(c1)[C@H]1[C@H](CO2)[C@H](c2ccccc2)[C@]2(C)C(=O)N(Cc3ccco3)CC(=O)N12	3	2	3	0	-6	-1	0.1
Cc1ccc(C(=O)N2CC(=O)Nc3ccc(C)cc3C2c2ccccc2)cc1 (configuration not stated)	0	26	4	1	3	-1	-0.1
COCCn1c(C)cc(C(=O)COC(=O)Cc2n[nH]c(=O)c3ccccc23)c1C	-1	.	-1	-7	0	-4	.
CC(C)NC(=O)Nc1ccc2c(c1)CC(=O)N([C@H](C)CO)C[C@@H](C)[C@H](CN(C)C(=O)Nc1ccc(F)cc1)O2	2	7	1	-22	14	-6	0.0
O=C([C@@H]1[C@@H](CO)[C@@H]2Cn3c(cccc3=O)[C@H]1N2Cc1ccccc1)N1CCCCC1	-1	-6	-1	10	50*	-3	-0.3
CCn1c(/C=C2\C(=O)N(C(C)C)c3ccccc32)nc2ccccc2c1=O	-1	.	-2	-5	-2	3	.
Cn1cc(CC(=O)Nc2ccc(Nc3cccnc3)c(Br)c2)c2ccccc21	-1	.	.	11	-2	.	0.7
O=c1c2cnn(-c3ccccc3)c2nc(-c2cccs2)n1-c1cccc(Cl)c1	.	0	0	.	.	.	0.4
c1ccc2c(c1)nc1n2CCN1CCN1CCCC1	4	-4	4	-4	1	-5	0.0
COc1cc(/C=N\NS(=O)(=O)c2ccccc2)cc(OC)c1OC	3	-25	-4	-7	0	-4	.
CC(C)OC(=O)c1cc(Cl)c(=O)n(Cc2ccc(Cl)cc2Cl)c1	4	12	-6	-3	5	-1	-0.2
CCOc1ccc(S(=O)(=O)/N=C(/Nc2ccc(C(C)=O)cc2)c2ccccc2)cc1	-2	9	8	-1	0	0	-0.2
COc1ccc(N2CCN(C(=O)CCSCc3ccccc3F)CC2)cc1	1	.	.	-3	.	1	.

Single records, as listed above. Order of screens: ERp5 inh	C2C12 statin	PglD inh	S100A4 inh HTS	DENV2 CPE rescue	SIRT5 inh	E-sel inducer
O=C([C@@H]1[C@@H](CO)[C@@H]2Cn3c(cccc3=O)[C@H]1N2Cc1ccccc1)N1CCCCC1 reads -1	-6	-1	10	50*	-3	-0.3
c1ccc2c(c1)nc1n2CCN1CCN1CCCC1 reads 4	-4	4	-4	1	-5	0.0

A second format for part of the listing above:
Under each structure – ERp5 inh, C2C12 statin, PglD inh, S100A4 inh HTS, DENV2 CPE rescue, SIRT5 inh, E-sel inducer
CCn1c(/C=C2\C(=O)N(C(C)C)c3ccccc32)nc2ccccc2c1=O
    -1, ., -2, -5, -2, 3, .
O=C(NNC(=O)c1ccc2ccccc2c1O)c1cccs1
    2, 10, -1, 0, -2, -1, 0.0

Continuation:
SMILES	ERp5 inh	C2C12 statin	PglD inh	S100A4 inh HTS	DENV2 CPE rescue	SIRT5 inh	E-sel inducer
CCC(=O)Nc1ccc2c(c1)C(=O)N(C)C[C@@H](OC)[C@@H](C)CN(C(=O)c1cnccn1)[C@H](C)CO2	-1	-7	1	-3	3	-3	3.0
Cc1nn(CC(=O)NC2CCS(=O)(=O)C2)c(C)c1[N+](=O)[O-] (configuration not stated)	1	4	3	-3	7	.	-0.1
O=C(CN1C(=O)CCC1=O)Nc1nc(-c2ccc3ccccc3c2)cs1	5	.	.	0	0	-4	.
COc1cccc(S(=O)(=O)Nc2ccc3c(c2)[C@@H]2C[C@H](CC(=O)N(C)C)O[C@@H](CO)[C@@H]2O3)c1	0	0	0	10	1	-1	0.1
O=C(COCc1cc(-c2ccc3c(c2)OCO3)on1)Nc1cccnc1	.	-26	4	2	-2	0	0.2
O=C(C[C@@H]1C/C=C/CC[C@@H](Cc2ccc(F)cc2)C(=O)O[C@@H](c2ccccc2)CNC1=O)NCCO	6	3	0	-17	-1	.	16
O=C(NC(=C(Cl)Cl)S(=O)(=O)c1ccc(Cl)cc1)c1ccccc1	4	24	-4	-1	10	0	-0.2
Cc1ccc(S(=O)(=O)NCCC(=O)Nc2cc(S(=O)(=O)N(C)C)ccc2C)cc1C	1	18	0	-17	-7	-1	.
Cc1nc(C(=O)Nc2ccccc2Cl)cc2c1[nH]c1ccccc12	.	-47	-1	14	.	.	.
COC(=O)C1CCN(CCCOc2ccc(CN3CCN(c4ccc([N+](=O)[O-])cc4)CC3)cc2)CC1	4	5	-1	3	3	2	9.2
Cc1ccc(-c2nc3c4ccccc4ccn3c2Cc2ccsc2)cc1	5	0	1	0	?	2	0.0
CC(=O)Nc1ccc(S(=O)(=O)NCC(=O)OCC(=O)NC(=O)c2cccn2C)cc1	1	1	-1	-13	?	-4	0.9
O=S(=O)(Nc1cccc(S(=O)(=O)N2CCOCC2)c1)c1cccs1	5	3	1	11	3	-2	0.3
CCOC(=O)c1nnn(CC(=O)N2N=C(c3ccc(Cl)cc3)CC2c2ccccc2)c1C(=O)OCC (configuration not stated)	.	2	0	.	.	.	-1.3
N#Cc1c(NC(=O)C2C3C=CC(C3)C2C(=O)O)sc2c1CCCCC2 (configuration not stated)	8	.	.	-5	2	0	.
COc1ccc(-c2csc(NC(=O)CSc3nc(SC)ns3)n2)cc1	-2	-4	.	1	3	1	.
Cc1cccc(NC(=O)CN2C(=O)S/C(=C\c3ccc(O)c([N+](=O)[O-])c3)C2=O)c1	0	.	.	-15	-2	1	.
CCOC(=O)C(CCCCCCP(=O)(c1ccccc1)c1ccccc1)NC(C)=O (configuration not stated)	2	-3	-5	7	2	0	-0.3
CCN(CC)CC(=O)Nc1cc(N(C)C)nc2ccccc12	-2	.	-2	-1	7	-4	0.1
Cc1noc(C)c1NC(=O)Nc1ccc2c(c1)CC(=O)N([C@H](C)CO)C[C@@H](C)[C@@H](CN(C)Cc1ccc(C(=O)O)cc1)O2	1	-13	1	0	0	-2	-3.1
NC(=O)[C@H]1CC2(CC(c3cccc(NC(=O)c4ccccc4)c3)=NO2)CN1C(=O)[C@H]1CCC(=O)N1 (some centres not stated)	-1	-4	2	-3	-1	-2	-0.1
COc1ccccc1C(=O)Nc1ccc2c(c1)C(=O)N(C)[C@H]1CC[C@@H](CC(=O)NCc3ccc(Cl)c(Cl)c3)O[C@H]1CO2	-1	-37	4	-6	-12	0	-0.1
N#Cc1ccc(NC(=O)Cn2cnc(S(=O)(=O)N3CCCCC3)c2)cc1	-2	-15	0	-5	11	0	.
C[C@@H]1CCCCO[C@H](CN(C)C(=O)Cc2ccccc2)[C@@H](C)CN([C@@H](C)CO)C(=O)c2cc(N(C)C)ccc2O1	-3	22	2	5	-2	1	-0.3
Cc1cc(NS(=O)(=O)c2ccc(NC(=O)/C=C/c3c(F)cccc3Cl)cc2)nc(C)n1	7	-5	5	-2	11	3	-0.4
Going on with the list:
SMILES	ERp5 inh	C2C12 statin	PglD inh	S100A4 inh HTS	DENV2 CPE rescue	SIRT5 inh	E-sel inducer
Cc1cccc(NC(=O)NNC(=O)c2ccccn2)c1	.	2	-3	0	2	-1	0.7
CO[C@H]1CN(C)C(=O)c2cc(NC(C)=O)ccc2OC[C@@H](C)N(C(=O)c2ccc(F)cc2)C[C@H]1C	-5	-12	1	11	9	-2	0.0
CC1c2ccccc2SC(CCCN(C)C)c2ccccc21 (configuration not stated)	-1	.	.	-1	-2	-1	0.0
C#CCOCCOCCOCCNc1nc(N2CCOCC2)nc(N2CCN(C(=O)[C@H](CCC(=O)O)n3cc([C@@H](N)CCCCN)nn3)CC2)n1	-1	5	-8	-1	-8	.	?
COc1ccc(NC(=O)Nc2cccc3c2O[C@@H](CN(C)C)[C@@H](C)CN([C@@H](C)CO)C3=O)cc1	2	-1	5	0	0	7	.
O=C(Nc1ccc(F)cc1)N1C[C@H]2[C@@H](c3ccccc31)[C@@H](CO)N2Cc1ccccc1	-1	4	-1	39	12	-3	0.3
CN(C)Cc1cc2ccccc2c2c1COC2	-2	-1	5	-6	-3	-4	5.0
CC1CN(C(=O)COC(=O)c2cc(=O)c3ccccc3o2)CC(C)O1 (configuration not stated)	1	3	-1	-6	-3	1	.
NC(=O)c1ccc(NC(=O)COC(=O)c2c[nH]c3ccccc23)cc1	0	5	3	-12	-5	-5	.
COC(=O)Nc1ccc(S(=O)(=O)N2CCCC(C(=O)N3CCCCC3)C2)cc1 (configuration not stated)	-6	.	.	1	3	0	.
CC1CN(C(=O)CSc2nnc(CNC(=O)c3ccc(S(=O)(=O)N(C)C)cc3)o2)CC(C)O1 (configuration not stated)	3	0	-4	0	8	0	-0.1
COc1ccccc1C(=O)NNC(=O)CN1C(=O)c2ccccc2C1=O	-9	.	-3	-1	.	-1	0.0
CC(C)C(=O)N1CCC2(CC1)Oc1ccc(F)cc1C(=O)C21CC(c2ccc(Cl)cc2)=NO1 (configuration not stated)	2	1	-1	-3	?	.	.
O=C(C[C@H]1CC[C@H]2[C@@H](COC[C@H](O)CN2C(=O)Nc2ccc(Cl)cc2)O1)NCC1CC1	-2	-1	-1	4	86*	-1	0.3
COc1cc(OC)cc(C(=O)Nc2cc(C)on2)c1	-4	-4	14	0	-3	-2	0.3
CO[C@H]1CC[C@H]2CCOc3c(C#N)cccc3C(=O)N(C)C[C@H](OC)[C@@H](C)C(=O)N(C)C[C@@H]1O2	4	6	3	3	-1	-10	0.2
COc1ccc(C2(c3ccc(OC)cc3)NC(=O)N(CC(=O)N(C)C)C2=O)cc1	0	-15	6	19	0	-9	.
O=C(COC(=O)/C=C/c1cccc(Br)c1)Nc1cccc(S(=O)(=O)NC2=NCCC2)c1	4	-3	5	-7	-2	-2	.
CCNC(=O)[C@@H]1[C@@H](CO)[C@@H]2Cn3c(ccc(-c4ccccc4F)c3=O)[C@@H]2N1CC1CC1	-15	7	4	5	-13	3	0.5
CC(=O)N1c2ccc(S(=O)(=O)N3CCCC3C(=O)Nc3cccc(F)c3)cc2CC1C (configuration not stated)	0	-1	5	-2	0	.	0.2
Cc1[nH][nH]c(=O)c1C(c1ccc(-c2ccc(F)cc2)o1)c1c(C)[nH][nH]c1=O	5	.	.	-6	5	2	-0.8
COc1ccc(S(=O)(=O)N(C)C[C@H]2Oc3cc(C#CC4CC4)ccc3S(=O)(=O)N([C@@H](C)CO)C[C@@H]2C)cc1	0	-11	2	-7	14	22*	1.3

A portion of the library; rates above refer to the full screens.
